# High-throughput results: PubChem, National Center for Advancing Translational Sciences (NCATS)
# S2 tox = cell viability loss in ATXN counter-screen; hit rate 0.49% among 400,000; S2 cells (HEK-293 line with an ATXN2-luciferase reporter) viability, CellTiter-Fluor protease fluorescence, 24 h; Potency, µM (doses to about 56.7 µM), actives largely listed as cytotoxic; further: nearly all actives have a fitted effect of over 40% in size
# A549 viability = A549 cytotoxicity, counter-screen for Nrf2 inhibitors; A549 ARE-Fluc cells, CellTiter-Fluor viability, 18-24 h; Potency, µM (titrated, usually from 46 µM), without a hit: at the highest dose activity change, negative = cytotoxicity, actives largely listed as inhibitors; hit rate 0.16% among 390,000; AID 504648; further: on the % scale 0 is the no-effect control and ±100 the full control effect
#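 Cytotoxicity counterscreen: CellTiter-Fluor fluorescence was measured in A549 ARE_Fluc cells after 18-24 h of compound exposure in a concentration series. The subsequent BugLite luminescent read reports ARE-luciferase activity.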
# HepG2 viability = counter-screen for TGF-b inhibitors: cytotoxicity in HepG2 cells | HepG2 CAGA-GFP viability, ATP luminescence, 18 h | Potency, µM (top dose mostly 46.1 µM), inactives show at the highest dose activity change, negative = cytotoxicity, usual class: cytotoxic | hit rate 0.76% among 410,000 | AID 588856; further: some results filed as inactive show a strong effect at the top dose
#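 CellTiter-Glo luminescence gave cytotoxicity after 18 hours at 37 degrees C. The cells were HepG2 CAGA-GFP in 1% FBS DMEM, stimulated with 500 pg/mL TGF-beta after compound addition. %Activity was normalised to no-cell wells (complete cell-killing) and DMSO (no toxicity), and curves were fitted and classified.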
# Nrf2 ARE act = Nrf2 pathway activation; AREc32 ARE-luciferase reporter (MCF7-derived line), luminescence, 24 h; Potency, µM (series often up to 46.1 µM), for inactives: at the highest dose activation, most hits filed as activators; hit rate 0.31% among 410,000; AID 624171; further: % of control where 0% means no effect; nearly all actives have a fitted effect of over 65% in size
#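 AREc32 cells carrying an ARE-driven firefly luciferase reporter were seeded at 1000 cells/well in OPTI-MEM with 5% FBS, then exposed to compound for 24 hr at 37 deg C. Luminescence was read with Steady-Glo after 30 min at RT.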
# ATXN2 expr inh = reduces ATXN2 reporter expression in HEK-293 cells; HEK-293 ATXN2-luciferase reporter, luminescence, 24 h; Potency, µM (highest dose often 57 µM), for the others: at the top dose activity change, negative = inhibition, most hits filed as inhibitors; hit rate 0.72% among 360,000; AID 1745845; further: on the % scale 0 is the no-effect control and ±100 the full control effect; nearly all actives have a fitted effect of over 55% in size
#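 qHTS (up to 57 uM final) was run with 24 h compound exposure of reporter cells at 37 °C. Each well was multiplexed: SteadyGlo luminescence measured ATXN2-luciferase expression after a fluorogenic Gly-Phe-AFC viability readout (25 uM final).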
# Nrf2 block = blocks Nrf2 signaling | Potency, µM (doses to about 46 µM), without a hit: top-dose activity change, negative = inhibition, most hits filed as inhibitors | AID 504444 | A549 ARE-Fluc reporter, luciferase luminescence, 18-24 h | hit rate 2.1% among 360,000; further: on the % scale 0 is the no-effect control and ±100 the full control effect; nearly all actives have a fitted effect of over 60% in size
#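 A549 ARE_Fluc cells (5000/well, 5% FBS OPTI-MEM) pre-incubated 2 h, then treated with compounds 18-24 h at 37C/5% CO2 in concentration-response. CellTiter-Fluor viability read first; BugLite luciferase luminescence after 15 min at room temperature gives Nrf2 activity.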
# MCF10A rereplic = induces DNA re-replication in MCF 10a normal breast cells; Potency, µM (titrated, usually from 46.1 µM), without a hit: at the highest dose activity, positive = re-replication, actives largely listed as activators; hit rate 2.9% among 350,000; AID 624296; MCF 10A DNA re-replication, Hoechst nuclear intensity, 48 h; further: % of control where 0% means no effect; nearly all actives have a fitted effect of over 50% in size
# EPAC2 antagonist = blocks human EPAC2 exchange factor | hit rate 0.18% among 360,000 | AID 720708 | Q8WZA2 | EPAC2 GEF exchange of Rap1B-BODIPY-GDP, fluorescence | Potency, µM (top dose mostly 114 µM), without a hit: at the top dose activity, negative = inhibition, actives largely listed as inhibitors; further: on the % scale 0 is the no-effect control and ±100 the full control effect; nearly all actives have a fitted effect of over 45% in size; many of its hits are not listed in these tables
# Target sequence (Q8WZA2 whole entry, looked up): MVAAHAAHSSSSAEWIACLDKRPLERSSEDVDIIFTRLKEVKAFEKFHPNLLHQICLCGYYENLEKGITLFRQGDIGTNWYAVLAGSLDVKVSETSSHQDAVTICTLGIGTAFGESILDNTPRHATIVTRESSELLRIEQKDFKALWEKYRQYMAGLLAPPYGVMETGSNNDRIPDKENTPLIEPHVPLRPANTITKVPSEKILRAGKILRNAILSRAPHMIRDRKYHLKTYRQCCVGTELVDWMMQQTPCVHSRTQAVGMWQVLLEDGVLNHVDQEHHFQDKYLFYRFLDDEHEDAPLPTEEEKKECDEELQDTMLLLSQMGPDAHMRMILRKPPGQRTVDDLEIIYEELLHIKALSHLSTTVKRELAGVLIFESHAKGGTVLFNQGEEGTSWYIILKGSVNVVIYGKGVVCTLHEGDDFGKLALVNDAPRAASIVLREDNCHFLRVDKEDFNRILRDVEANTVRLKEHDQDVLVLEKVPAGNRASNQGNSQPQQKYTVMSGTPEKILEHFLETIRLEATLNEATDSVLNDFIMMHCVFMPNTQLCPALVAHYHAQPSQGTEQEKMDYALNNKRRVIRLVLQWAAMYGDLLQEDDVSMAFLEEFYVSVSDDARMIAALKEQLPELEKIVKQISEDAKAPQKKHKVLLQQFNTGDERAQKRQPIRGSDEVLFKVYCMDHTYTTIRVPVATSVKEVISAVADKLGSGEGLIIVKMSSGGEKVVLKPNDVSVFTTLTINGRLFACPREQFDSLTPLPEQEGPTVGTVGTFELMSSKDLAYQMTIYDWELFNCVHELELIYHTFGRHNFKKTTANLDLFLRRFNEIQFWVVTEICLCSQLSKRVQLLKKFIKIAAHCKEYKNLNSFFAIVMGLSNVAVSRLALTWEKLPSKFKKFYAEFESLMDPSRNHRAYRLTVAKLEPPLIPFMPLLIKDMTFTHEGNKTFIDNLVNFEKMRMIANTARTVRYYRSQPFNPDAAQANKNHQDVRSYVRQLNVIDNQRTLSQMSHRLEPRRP
# TGFb inhibitor = inhibitors of TGF-b signaling; HepG2 CAGA-GFP TGF-b/SMAD3 reporter, GFP fluorescence, 18 h; TGF-beta stimulated, 500 pg/mL final; Potency, µM (highest dose often 46.1 µM), inactives show at the top dose activity, negative = inhibition, most hits filed as inhibitors; hit rate 1.2% among 410,000; AID 588855; further: on the % scale 0 is the no-effect control and ±100 the full control effect; nearly all actives have a fitted effect of over 65% in size
#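 HEPG2 CAGA-GFP reporter cells (1000/well, DMEM with 1% FBS) received compounds, then recombinant TGF-beta at 500 pg/mL final for 18 hours at 37 degrees C. Per-cell GFP summed per well was normalised to unstimulated and stimulated DMSO controls before curve fitting.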
# The depositor's hits bear a star; i = inactive; ? = inconclusive; . = not tested or not shown; [ ] = dose if it differs, or a comment. The call rests on the fitted dose curve; in most records, active means well fitted curve in the direction sought with a large enough effect; inconclusive means small, poorly fitted or top-dose-only effect, or another doubt; inactive means no such curve, though single readings can be large; an effect the other way counts as inactive or inconclusive. Potency means the concentration at half of the fitted maximal effect.
SMILES,S2 tox,A549 viability,HepG2 viability,Nrf2 ARE act,ATXN2 expr inh,Nrf2 block,MCF10A rereplic,EPAC2 antagonist,TGFb inhibitor
COc1ccccc1CNC(=O)c1cc2ccc3ccc(C)[nH]c3c2n1,i,1%,-30%,-0.2%,?,?,.,.,?
COCCN1C(=O)C(=O)/C(=C(/O)c2ccc(S(=O)(=O)N3CCOCC3)cc2)C1c1ccc(OC)c(OC)c1 (centres undefined),i,-4%,8%,-0.4%,4%,10%,5%,-21%,-1%
Cc1ccccc1CNc1nc(N)n(-c2ccccc2)n1,i,4%,-8%,-0.7%,21%,22%,-7%,17%,-10%
O=C(O)/C(=C/c1ccco1)NC(=O)c1ccc(Br)o1,i,-3%,19%,-0.1%,-4%,9%,0%,-2%,13%
C[C@@]12CCC=C[C@H]1[C@H](c1ccccc1Br)N(Cc1ccccc1)C2=O,?,-9%,-28%,-0.7%,-19%,?,?,?,18µM*
O=C(Nc1ccc(Cl)cc1)c1ccc2oc(=O)n(Cc3ccccc3)c2c1,i,-10%,10%,2.7%,-11%,.,.,.,?
CCOC(=O)CC(NS(=O)(=O)c1ccc(OC)c(C)c1)c1cccc([N+](=O)[O-])c1 (centres undefined),i,1%,3%,-0.2%,10%,12%,2%,-12%,2%
CCOc1cc(/C=N\NC(=O)c2ccc(NC(=O)C(C)(C)C)cc2)ccc1OC(=O)c1ccc(C)cc1,i,-7%,-10%,-1.0%,-6%,10µM*,6%,1%,2%
C/C(=N\N=C1/NC(=O)C(C)S1)c1ccc([N+](=O)[O-])cc1 (centres undefined),i,1%,-1%,5.4%,6%,9%,?,-6%,-4%
Cc1ccc(S(=O)(=O)N2CCCC2C(=O)NC2CCCCC2)cc1 (centres undefined),i,0%,3%,0.2%,-9%,-10%,3%,0%,-9%
CN1CCN(c2oc(-c3ccc(OCc4ccc(Cl)cc4)cc3)nc2C#N)CC1,.,0%,7%,.,.,?,.,.,7%
COCCn1c(C)cc(O)c(C(c2ccc(C)cc2)N2CCCCC2)c1=O (centres undefined),.,13%,9%,-0.8%,.,.,.,.,48%[activator]
CCOC(=O)N1CCN(C(=O)c2cc3cc(Br)ccc3oc2=O)CC1,i,-5%,1%,0.0%,-1%,14%,6%,-7%,3%
Cc1cc(C)n(S(=O)(=O)c2cc(C)c(C)cc2C)n1,i,?,-42%,-0.5%,0%,?,0%,17%,-15%
O=c1c2oc3ccccc3c2n(Cc2ccccc2F)c(=O)n1Cc1ccccc1,i,15%,-28%,-1.0%,5%,-9%,.,.,-5%
CCNNC(=O)C(O)(c1cccc(C)c1)c1cccc(C)c1,i,-5%,-44%,0.1%,-6%,-6%,-8%,4%,-14%
CCn1ncc([N+](=O)[O-])c1C(=O)Nc1c(C)nn(Cc2ccc(F)cc2)c1C,i,11%,4%,-0.6%,-10%,19%,4%,1%,-10%
Oc1ccc(C[C@@H]2CNCCN2CCC23CC4CC(CC(C4)C2)C3)cc1,?,8%,-108%,-1.9%,0%,6%,1%,-18%,?
CCCOc1ccc(F)cc1-c1cc(C(=O)NCc2cccc(C(F)(F)F)c2)[nH]n1,?,.,-18%,0.0%,?,.,.,-13%,?
CN(C(=O)C1CCC(=O)N(Cc2ccccc2F)C1)C1CCOCC1 (centres undefined),i,-3%,3%,-0.5%,1%,10%,-5%,7%,8%

# Whole records as entered above. Screens in order: S2 tox | A549 viability | HepG2 viability | Nrf2 ARE act | ATXN2 expr inh | Nrf2 block | MCF10A rereplic | EPAC2 antagonist | TGFb inhibitor
# Listed for O=C(O)/C(=C/c1ccco1)NC(=O)c1ccc(Br)o1 : i | -3% | 19% | -0.1% | -4% | 9% | 0% | -2% | 13%
# Listed for O=c1c2oc3ccccc3c2n(Cc2ccccc2F)c(=O)n1Cc1ccccc1 : i | 15% | -28% | -1.0% | 5% | -9% | . | . | -5%

# The listing continues.
SMILES,S2 tox,A549 viability,HepG2 viability,Nrf2 ARE act,ATXN2 expr inh,Nrf2 block,MCF10A rereplic,EPAC2 antagonist,TGFb inhibitor
Cc1ccc2nc(C3CCCCC3)c(Cc3ccsc3)n2c1,?,.,.,3.8%,?,.,.,-24%,.
COc1cccc(/C=C/C(=O)OCC(=O)N2CCCc3ccccc32)c1,i,0%,-5%,4.0%,7%,-4%,4%,-1%,-3%
CC(C)CC(=O)NC(=S)Nc1nc(-c2ccccc2)cs1,i,-1%,-9%,10%[9.22 µM],5%,2%,-2%,1%,-8%
CCOc1ccc(N=Nc2c(=O)[nH]n3c(=O)c4c([nH]c23)CCCC4)cc1,i,-9%,-6%,-0.2%,3%,1%,1%,-20%,-3%
Nc1cc(Cl)ccc1N1CCOCC1,i,6%,1%,-0.4%,-4%,5%,0%,-7%,15%
O=C(Cc1cccs1)N1CCN=C1SCc1ccc(F)cc1,i,-4%,6%,0.2%,6%,-21%,28%,-7%,-5%
Cc1cc(NC(=O)CSc2c[nH]c3ccccc23)no1,i,-1%,6%,-0.5%,0%,8%,4%,3%,1%
CCS(=O)(=O)N1CCc2cc(C(=O)N3CCN(c4ccccc4OC)CC3)ccc21,i,-3%,-10%,3.4%,2%,?,.,.,-25%
Cc1ccc(-n2c(C)nnc2SCC(=O)N2CCc3ccccc3C2)cc1,i,-2%,-9%,-0.7%,-11%,3%,3%,17%,10%
CCN(CC)C1CCN(C(=O)c2cc(COc3ccc(F)cc3Cl)on2)C1 (centres undefined),i,-11%,-49%,0.7%,.,11%,?,3%,-34%
COc1ccc(-c2nn(CC(=O)NC3CCCC3)c3c2cnc2ccc(F)cc23)cc1,i,2%,6%,6.1%,6%,25%,.,.,2%
O=C(NCc1ccccc1)C(=O)Nc1ccc2nc3n(c(=O)c2c1)CCCCC3,i,0%,-6%,0.5%,?,1%,.,.,-1%
CCOC(=O)C1=C(C)N=C2SC(C)C(=O)N2C1/C=C/c1ccccc1OC (centres undefined),i,1%,-20%,0.4%,-6%,-23%,7%,-3%,-1%
CCOC(=O)c1nn(-c2ccccc2Cl)c(=O)cc1OCC(=O)Nc1cccc(OC)c1,?,0%,16%,1.5%,-30%,-16%,?,-1%,7%
CCOc1ccc(NC(=O)CSc2nc3ccccc3c(=O)n2CCCC(=O)NCC2CCCO2)cc1 (centres undefined),i,-1%,-4%,0.0%,11%,1%,5%,10%,0%
COc1ccc(NC(=O)C2(C)CCN2Cc2ccc3ccccc3c2)cc1OC (centres undefined),?,.,-39%,0.6%,?,.,.,-5%,?
Cc1cccc(NC(=O)c2ccccc2NC(=O)c2ccco2)c1,i,-4%,-19%,2.2%,-5%,-12%,0%,3%,6%
Cc1cccc(-n2cnc3cc(C(=O)N4CCc5ccccc54)ccc32)c1,i,-1%,-11%,0.1%,5%,-15%,2%,-5%,?
CC(C)(C)c1ccc(C(=O)NCc2nnc(SCC(=O)NCC3CCCO3)o2)cc1 (centres undefined),i,-1%,-10%,-0.4%,4%,-18%,11%,0%,15%
Cc1nn(-c2ccccc2)c2c1C(=O)N(Cc1ccccc1)C(=O)C(C)(C)C2,i,4%,0%,-1.1%,-23%,.,13%,4%,5%
CCC1=Nc2cc(C(=O)N3CCCCC3)ccc2Sc2ccc(C)cc21,32µM*,-12%,-4%,0.1%,?,-28%,11%,-15%,-16%
O=C(CC(=O)c1ccccc1)Nc1cc(C(F)(F)F)ccc1Cl,i,-5%,-15%,17%,-14%,-12%,7%,-3%,?
Nc1cc(=O)[nH]n1C1CCCC1,i,6%,0%,-0.4%,4%,15%,-17%,-3%,24%
Cn1ccsc1=NC(=O)c1ccc(S(=O)(=O)C(F)F)cc1,i,4%,2%,2.5%,35%,?,-15%,-2%,32%[activator]
Cc1n[nH]c(C)c1S(=O)(=O)N1CCCCCC1,i,11%,18%,-0.5%,0%,.,?,12%,-24%
Cc1cc(C)c(S(=O)(=O)NC2CC(C)(C)NC(C)(C)C2)cc1Br,i,-16%,-35%,-0.8%,-32%,-11%,9%,0%,-9%
CC(C)CC(C(=O)OCC(=O)c1c(N)n(C)c(=O)n(C)c1=O)N1C(=O)c2ccccc2C1=O (centres undefined),i,2%,-21%,-0.9%,0%,-16%,?,-3%,?
O=C(Nc1n[nH]c(C(F)(F)F)n1)C1CC1,i,5%,0%,-0.3%,-4%,1%,-1%,8%,-6%
CCOC(=O)c1cc(S(=O)(=O)NCCc2ccccc2)cn1C,i,5%,-6%,0.4%,-8%,-25%,2%,0%,-25%
Cc1ccc(S(N)(=O)=O)cc1NC(=O)/C=C/c1cccs1,i,-5%,11%,13µM*,-10%,.,0%,10%,10%
CCCC(C(=O)O)n1c(O)c(C=C2N=c3ccccc3=N2)sc1=S (centres undefined),i,-7%,18%,-0.3%,16%,-3%,0%,-8%,-12%
Cc1ccc2sc(N(CCCN(C)C)C(=O)c3ccc(S(=O)(=O)N4CCc5ccccc5C4)cc3)nc2c1C,i,?,-36%,11%,-29%,?,?,7%,-9%
Cc1ccc2c(=O)cc(C(=O)Nc3ccc(S(=O)(=O)N4CCC(C)CC4)cc3)oc2c1C,i,10%,-9%,0.0%,8%,10%,.,.,1%
COc1ccc(CCNC(=O)CCc2c(C)nc3c(c(C)nn3-c3ccc(C)cc3)c2C)c(OC)c1,i,7%,2%,0.2%,6%,22%,.,.,?
CCCCn1c(N)c(N(CCOC)C(=O)c2ccc3c(c2)OCCO3)c(=O)[nH]c1=O,i,-7%,-21%,-0.1%,5%,12%,2%,2%,0%
Cc1ccc(NC(=O)CC2OC(=O)c3ccccc32)cc1S(=O)(=O)N1CCOCC1 (centres undefined),i,-2%,7%,-0.1%,.,-10%,1%,1%,5%
CCN(CC)c1nc2c(c(=O)[nH]c(=O)n2C)n1Cc1ccccc1,i,-5%,2%,0.3%,1%,-7%,?,9%,10%
C[C@H](CO)N1C[C@H](C)[C@@H](CN(C)S(C)(=O)=O)Oc2ccc(NC(=O)Nc3ccccc3)cc2C1=O,i,-1%,10%,-0.8%,2%,18%,12%,-11%,?

# Some of the compounds tested; count on the stated rates, not on these rows.
